FXIa mix inh: FXIa protease inhibitors in compound pools, primary screen, biochemical, 10-compound mixtures; Coagulation factor XI (Homo sapiens), P03951; purified FXIa, fluorogenic substrate, pooled mixtures; inhibition, % at 5 µM; actives 0.19% (n = 62,000);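 note: each value is inhibition by a whole ten-compound pool holding the compound; 0% = enzyme with no mixture and 100% = wells lacking enzyme; strong numbers were not always called active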
Target sequence (P03951 19-387 limits assumed): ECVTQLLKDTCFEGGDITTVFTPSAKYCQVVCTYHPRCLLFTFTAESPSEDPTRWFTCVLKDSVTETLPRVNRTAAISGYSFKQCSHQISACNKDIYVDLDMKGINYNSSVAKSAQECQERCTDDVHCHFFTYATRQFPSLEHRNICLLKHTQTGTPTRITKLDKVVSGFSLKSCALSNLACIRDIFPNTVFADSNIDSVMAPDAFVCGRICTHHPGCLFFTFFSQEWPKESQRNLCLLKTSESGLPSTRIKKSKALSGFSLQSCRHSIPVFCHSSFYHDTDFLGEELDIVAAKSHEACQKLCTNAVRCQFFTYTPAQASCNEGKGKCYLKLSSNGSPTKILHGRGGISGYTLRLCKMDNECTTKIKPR
Target sequence (P03951 388-625 limits assumed): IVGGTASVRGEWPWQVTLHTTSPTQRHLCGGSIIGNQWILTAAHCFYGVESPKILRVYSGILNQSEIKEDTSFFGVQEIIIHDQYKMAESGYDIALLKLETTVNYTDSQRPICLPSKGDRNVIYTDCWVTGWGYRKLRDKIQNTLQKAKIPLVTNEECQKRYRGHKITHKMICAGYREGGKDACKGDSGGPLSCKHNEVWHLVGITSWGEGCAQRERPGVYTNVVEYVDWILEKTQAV
CatB block: human cathepsin B inhibitors, primary screen, biochemical, fluorogenic substrate; P07858; purified cathepsin B, fluorescence; inhibition, %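 (tested at 10 µM)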; actives 0.1% (n = 63,000); AID 453, 2006; in the data active = inhibition above about 21%;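 note: 0% = enzyme with no compound and 100% = no enzyme blank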
CatS inh: inhibitors of human cathepsin S, biochemical, compound mixtures; P25774; recombinant cathepsin S, AMC dipeptide fluorescence, pooled mixtures; inhibition, %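 (tested at 5 µM per compound within 10-compound mixtures)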; actives 0.06% (n = 62,000); AID 501, 2006; in the data active = inhibition above about 32%, passing the limit was not always enough;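 note: 0% = enzyme without compound and 100% = blank without enzyme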
Target sequence (P25774 115-331 limits assumed): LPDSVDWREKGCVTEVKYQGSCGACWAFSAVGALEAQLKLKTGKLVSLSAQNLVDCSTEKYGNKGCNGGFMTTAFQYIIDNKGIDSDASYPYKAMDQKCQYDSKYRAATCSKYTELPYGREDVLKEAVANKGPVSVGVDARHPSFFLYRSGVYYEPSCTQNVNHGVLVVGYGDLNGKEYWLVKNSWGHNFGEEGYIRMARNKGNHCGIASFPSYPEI
CatL inh: inhibitors of human cathepsin L, biochemical; Procathepsin L (Homo sapiens), P07711; purified cathepsin L, fluorogenic substrate, fluorescence; inhibition, %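 (tested at 10 µM)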; actives 0.17% (n = 58,000); in the data active = inhibition above about 45%;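 note: 0% = enzyme with no compound and 100% = no enzyme blank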
Cathepsin G inh: human cathepsin G inhibitors, primary screen, biochemical, pooled compound mixtures, AMC fluorescence | purified enzyme, AMC-tetrapeptide fluorescence | inhibition, % at 5 µM (by protocol) | actives 0.2% (n = 62,000);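 active = inhibition above 20% in each of the two mixture wells holding the compound; inactive = inhibition of 20% or less in either well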;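 note: 0% = enzyme control without mixture and 100% = blank lacking enzyme; strong numbers were not always called active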
Target sequence (P08311 21-244 limits assumed): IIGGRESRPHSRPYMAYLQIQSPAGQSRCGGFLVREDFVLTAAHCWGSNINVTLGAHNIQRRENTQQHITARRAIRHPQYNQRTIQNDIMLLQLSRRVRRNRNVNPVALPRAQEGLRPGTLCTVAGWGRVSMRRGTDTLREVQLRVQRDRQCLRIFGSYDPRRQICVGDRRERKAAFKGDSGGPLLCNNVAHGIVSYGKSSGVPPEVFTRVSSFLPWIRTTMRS
AP complement: alternative complement pathway inhibitors, primary screen, biochemical, ELISA, human serum, orthogonally pooled compounds | inhibition, % at 5 µM | actives 0.08% (n = 62,000) | AID 1235, 2008 | LPS-coated ELISA, C3 deposition; tested in compound mixtures;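 active = inhibition above 30% in each of the two pooled mixtures holding the compound, so the lower value exceeds 30%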;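 note: 0% = serum in Mg-EGTA without compound and 100% = EDTA serum blank; some compounds past the cut are filed as inactive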
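Assay system: Human serum alternative complement pathway, C3 deposition on LPS-coated wells | Incubation: 1 h serum-compound exposure at 37 °C | Doses: 5 µM per compound in ten-compound mixtures | Read-out: Percent inhibition | Technique: ELISA with HRP anti-human C3 antibody, TMB substrate, absorbance 450 nm | Replication: Two pool placements per compound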
CatB mixtures: cathepsin B inhibitors from pooled compounds, primary screen, biochemical, compound mixtures, AMC fluorescence | inhibition, %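 (ten-compound pools at 5 µM per compound and 50 µM total)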 | actives 0.06% (n = 62,000) | Purified cathepsin B, AMC dipeptide fluorescence | AID 488, 2006 | P07858; in the data active = inhibition above about 22%, passing the limit was not always enough;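 note: 0% = enzyme without compound and 100% = no enzyme blank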
C1s block: complement C1s protease inhibitors, primary screen, biochemical, 10-compound mixtures; Complement C1s subcomponent (Homo sapiens), P09871; purified C1s, fluorogenic AMC substrate, pooled mixtures; AID 538, 2006; actives 0.16% (n = 62,000); mean inhibition % of two 10-compound mixtures (stronger effect = higher value), % at 5 µM (by protocol);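 active = inhibition above 20% in each of the two 10-compound mixture wells holding the compound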;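 note: 0% = enzyme wells lacking compound mixture and 100% = no-enzyme blank wells; some compounds called inactive have numbers as strong as hits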
FXIIa inh mix: human factor XIIa inhibitors, primary screen, biochemical, pooled compound mixtures, fluorogenic substrate. Coagulation factor XII (Homo sapiens), P00748. purified FXIIa. inhibition, % at 5 µM. actives 0.2% (n = 62,000);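 note: 0% = enzyme without compound and 100% = no enzyme blank; some results filed as inactive read as strong as hits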
* = called active by the depositor; x = not tested or not shown. Cut-off read from the data, not from the text of the source, unless noted: active = inhibition above about 20% (passing the limit was not always enough); inactive = the rest. Some of the compounds tested; the hit share may differ from the screen's.

SMILES	FXIa mix inh	CatB block	CatS inh	CatL inh	Cathepsin G inh	AP complement	CatB mixtures	C1s block	FXIIa inh mix
CC(NC(=O)c1cccc(F)c1)C(c1cccs1)N1CCN(C)CC1 (centres undefined)	11	0	0	x	-3	20	-2	-2	41
CC(=O)c1c(C)nc2ccccc2c1N	4	2	-4	5	-4	-6	-3	1	8
Cc1c(Cl)cccc1NC(=O)CN1CCN(CCO)CC1	3	7	1	11	6	-2	-3	-5	2
Cc1cccc(N(CC(=O)NC2CCCC2)C(=O)CCCC(=O)Nc2ccccn2)c1	2	-1	1	-3	9	18	0	1	12
Cc1ccc2nc(NC(=O)COC(=O)c3ccco3)sc2c1	1	-3	-2	-2	0	9	3	-2	8
CCOC(=O)N1CCN(C(=O)c2oc3ccc(S(=O)(=O)N4CCOCC4)cc3c2C)CC1	-10	3	-8	-4	-1	21	0	-94	6
C=CCOn1c(=O)c(C)[n+]([O-])c2ccccc21	10	1	-8	6	8	19	2	13	2
Cc1ccc2c(c1)nnn2C1CCN(C(=O)NC23CC4CC(CC(C4)C2)C3)CC1	-2	0	8	2	-1	2	5	-70	-1
O=C(NCCc1c[nH]c2ccccc12)C1CCN(c2nnc(N3CCCC3=O)s2)CC1	3	8	19	8	-2	4	6	-17	2
COc1ccccc1CC(=O)NCc1ccc2c(c1)OCO2	9	-5	12	8	6	5	8	1	3
c1ccc(Oc2nc(Oc3ccccc3)nc(N3CCOCC3)n2)cc1	7	0	2	6	-6	-7	-7	-7	10
Cc1cc(C)n(-c2cc(C)c(C)cc2Br)n1	3	2	0	15	-6	-6	-5	-29	12
CSC1=N/C(=C\c2ccc(C)o2)C(=O)S1	2	-6	-2	x	2	1	-3	1	-1
O=C(Cc1ccc(Cl)cc1)Nc1cccc(-c2nnc(-c3ccco3)o2)c1	7	-1	7	11	14	22	6	-28	-4
CCOC(=O)C1=C(CSc2nncn2C)NC(=O)NC1c1cc(OCC)ccc1OCC (centres undefined)	4	-3	-5	-1	-3	15	2	-11	10
CCOC(=O)c1c(N)nn(C(C)=O)c1-c1ccccc1	8	-5	-2	x	1	17	5	-30	5
COc1ccc(OC)c(-c2nc3c(C)n[nH]c(=O)c3[nH]2)c1	2	3	-1	8	12	6	8	5	-14
Cc1cccc(NC(=O)CCN2CCN(C/C=C/c3ccccc3)CC2)c1	3	4	2	3	10	27	8	15	4
CCOc1ccc(-c2cc(CCCC(=O)NCCCOC)no2)cc1	-5	2	3	23	8	8	1	-12	-15
CCCC1=C(C(=O)OCC)C(c2ccc(NC(C)=O)cc2)NC(=O)N1 (centres undefined)	-2	3	-2	x	4	17	-5	3	16
COC1(OC)C(=N/O)/C(=N\O)CCC1O (centres undefined)	-1	-1	6	x	0	0	-5	-2	1
O=C(c1cc(S(=O)(=O)N2CCCCC2)ccc1F)N1CCCCC1	4	7	17	6	1	-3	1	-8	-21
COc1cc(NC(=O)C2CCCN2S(=O)(=O)c2ccc3c(c2)CCC(=O)N3)cc(OC)c1 (centres undefined)	1	-3	3	x	-5	10	2	-32	5
c1ccc(-c2ccc(-c3nc(-c4cccnc4)no3)cc2)cc1	6	2	0	-8	1	8	6	3	8
CCCOc1ccccc1C1NC(=O)NC(C)=C1C(=O)OCCOC(C)C (centres undefined)	8	6	-2	x	8	4	1	-1	-8
Going on with the list.
SMILES	FXIa mix inh	CatB block	CatS inh	CatL inh	Cathepsin G inh	AP complement	CatB mixtures	C1s block	FXIIa inh mix
Nc1nnc(C(=O)c2ccccc2N)s1	0	-2	-17	8	8	11	4	8	-1
O=C(Cc1ccc(Br)cc1)N1CCCCCC1	6	5	-13	5	13	8	5	17	6
CCn1c(CNC(=O)c2ccc3c(c2)OCO3)nnc1SCC(=O)Nc1cc(C)ccc1OC	-1	4	-5	x	9	19	4	46	7
COc1cc(C2=NOC(C(=O)N3CCN(c4ccc(F)cc4)CC3)C2)cc(OC)c1OC (centres undefined)	6	1	3	21	15	10	1	10	2
Cc1ccc(CNC(=O)C2c3ccccc3C(=O)N3CCc4ccccc4C23)o1 (centres undefined)	7	-3	-3	6	0	7	2	2	-5
Cc1cc(C)nc(SC2=CS(=O)(=O)c3ccccc32)n1	1	3	-2	0	3	4	-4	-6	0
CCOC(=O)N1CCC(NC(=O)c2cc3c(-c4cccc(OC)c4)nn(C)c3s2)CC1	5	5	-3	0	9	25	2	15	0
O=c1[nH]nc(CSCc2ccccc2Cl)[nH]1	-1	1	0	-2	8	23	5	-8	9
CC1=C(C(=O)NCc2ccccn2)C2(CCC(C)CC2)OC1=O (centres undefined)	0	0	5	-1	8	-6	1	10	-17
CS(=O)(=O)N1CCC(NC(=O)Cc2ccccc2)CC1	1	2	-2	23	10	-11	-3	0	10
Cn1c(=O)[nH]c(=O)c2c1nc(N1CCCCCC1)n2Cc1cccc2ccccc12	2	4	-2	-3	6	6	1	0	0
O=C(Nc1nnc(-c2ccccc2)o1)c1nc2ccccc2s1	5	-3	-8	-13	-2	17	-4	1	6
C=CCn1c(NCc2ccccc2)nc2ccccc21	9	-3	7	12	3	-2	6	7	-15
CCN1CCN(CC(=O)Nc2sc3c(c2C#N)CCC(C)C3)CC1 (centres undefined)	5	8	17	15	11	0	6	13	8
Cn1c(=O)c2c(SC3CCCC3)nc(C3CC3)nc2n(C)c1=O	5	-1	-7	10	0	3	4	-29	-4
O=C(Nc1ccc(F)cc1)N(CCCN1CCOCC1)Cc1cc2cc3c(cc2[nH]c1=O)OCCO3	17	3	7	0	-4	13	1	-30	-20
O=C1CC(C(=O)Nc2ccccc2)N=C(N2CCCCC2)N1 (centres undefined)	4	1	-6	-10	-7	10	-2	3	3
Cc1ccc(S(=O)(=O)NC(CC(=O)NCc2ccco2)c2ccco2)cc1 (centres undefined)	3	5	-5	24	12	0	2	18	0
CCCn1c(=N)n(CCOc2ccc(OC)cc2)c2ccccc21	6	2	3	7	8	16	7	7	4
O=C1C(C=NCc2ccccn2)=C(O)c2ccccc21	36	4	-2	1	26	15	4	10	8
COc1ccccc1Nc1ncnc2ccccc12	-2	2	8	x	10	18	-6	0	7
O=C(c1cccc2c1C(=O)N(Cc1cccnc1)C2)N1CCN(c2ccccc2)CC1	11	0	5	2	1	12	8	4	1
Cc1ccc2[nH]c(=O)c(C(c3nnnn3CC3CCCO3)N3CCOCC3)cc2c1 (centres undefined)	2	2	9	-4	8	1	4	7	-21
CCOC(=O)N1CCN(C(=O)c2ccc(S(=O)(=O)c3ccc(C)cc3)c(NC(C)=O)c2)CC1	-1	0	-1	-10	-5	12	0	-17	6
N#Cc1c(-c2ccco2)c2c([nH]c1=S)CCCC2	-54	6	-17	12	-33	-11	-16	-108	5
Next section
SMILES	FXIa mix inh	CatB block	CatS inh	CatL inh	Cathepsin G inh	AP complement	CatB mixtures	C1s block	FXIIa inh mix
O=C(NCCCn1ccnc1)NC(C(F)(F)F)C(F)(F)F	5	6	-4	3	9	10	3	9	-3
O=C(CSc1ccc2nnc(-c3cccnc3)n2n1)NCC1CCCO1 (centres undefined)	0	0	3	x	9	7	1	1	-17
COc1cccc(-n2c(SCC(=O)N3CCCC3)nc3c([nH]c4ccccc43)c2=O)c1	1	5	-6	1	10	5	7	2	-6
CC(=NCC1CCCO1)c1c(O)[nH]c(=O)[nH]c1=O (centres undefined)	9	6	23	16	-1	-3	2	-25	-1
O=C(CSc1nnc(-c2ccccc2)n1Cc1ccco1)Nc1ccc2c(c1)OCCO2	16	2	-3	21	-1	0	0	-27	34
Cc1cc(C)n(-c2nnc(C)n2/N=C/c2ccccc2F)n1	12	3	-1	-3	6	-4	-2	-1	5
C=CCn1c(N)c(C(=O)NCc2ccco2)sc1=S	2	2	-1	-2	10	10	3	6	-9
Cc1cccc(-c2nc(CN3CCCC(C(=O)NC4CCCCC4)C3)c(C)o2)c1 (centres undefined)	17	5	8	6	8	6	5	-2	-26
COc1cccc(-c2nc(CS(=O)(=O)CC(=O)Nc3c(C)cccc3C)c(C)o2)c1	21	-8	-3	x	46	19	4	-1	0
CC(C)N1C(=S)SC2CS(=O)(=O)C=C21 (centres undefined)	0	0	1	12	9	14	5	8	0
CC(C)Sc1nc2c(c(=O)[nH]c(=O)n2C)n1C	7	2	-6	10	9	9	7	13	-21
COc1ccc(N(CC(=O)NCc2ccco2)S(C)(=O)=O)cc1	2	1	5	20	1	3	6	-2	3
O=S(=O)(Cc1ccc(Cl)cc1)N1CCCC1	1	-2	-6	-12	-1	12	1	0	7

Fetched one by one from the list above (2):
SMILES	FXIa mix inh	CatB block	CatS inh	CatL inh	Cathepsin G inh	AP complement	CatB mixtures	C1s block	FXIIa inh mix
O=C(NCCCn1ccnc1)NC(C(F)(F)F)C(F)(F)F	5	6	-4	3	9	10	3	9	-3
CC(=NCC1CCCO1)c1c(O)[nH]c(=O)[nH]c1=O (centres undefined)	9	6	23	16	-1	-3	2	-25	-1

Some of these compounds in order of SMILES length, high to low.
SMILES	FXIa mix inh	CatB block	CatS inh	CatL inh	Cathepsin G inh	AP complement	CatB mixtures	C1s block	FXIIa inh mix
COc1cc(NC(=O)C2CCCN2S(=O)(=O)c2ccc3c(c2)CCC(=O)N3)cc(OC)c1 (centres undefined)	1	-3	3	x	-5	10	2	-32	5
COc1cc(C2=NOC(C(=O)N3CCN(c4ccc(F)cc4)CC3)C2)cc(OC)c1OC (centres undefined)	6	1	3	21	15	10	1	10	2
Cc1ccc2c(c1)nnn2C1CCN(C(=O)NC23CC4CC(CC(C4)C2)C3)CC1	-2	0	8	2	-1	2	5	-70	-1
O=C(c1cccc2c1C(=O)N(Cc1cccnc1)C2)N1CCN(c2ccccc2)CC1	11	0	5	2	1	12	8	4	1
Cc1cccc(-c2nc(CN3CCCC(C(=O)NC4CCCCC4)C3)c(C)o2)c1 (centres undefined)	17	5	8	6	8	6	5	-2	-26
Cc1cccc(NC(=O)CCN2CCN(C/C=C/c3ccccc3)CC2)c1	3	4	2	3	10	27	8	15	4
CC(NC(=O)c1cccc(F)c1)C(c1cccs1)N1CCN(C)CC1 (centres undefined)	11	0	0	x	-3	20	-2	-2	41
O=C(CSc1ccc2nnc(-c3cccnc3)n2n1)NCC1CCCO1 (centres undefined)	0	0	3	x	9	7	1	1	-17
Cc1ccc2nc(NC(=O)COC(=O)c3ccco3)sc2c1	1	-3	-2	-2	0	9	3	-2	8
C=CCOn1c(=O)c(C)[n+]([O-])c2ccccc21	10	1	-8	6	8	19	2	13	2
CC(C)Sc1nc2c(c(=O)[nH]c(=O)n2C)n1C	7	2	-6	10	9	9	7	13	-21
Cc1c(Cl)cccc1NC(=O)CN1CCN(CCO)CC1	3	7	1	11	6	-2	-3	-5	2
C=CCn1c(NCc2ccccc2)nc2ccccc21	9	-3	7	12	3	-2	6	7	-15
O=C(Cc1ccc(Br)cc1)N1CCCCCC1	6	5	-13	5	13	8	5	17	6

Assay outcomes from PubChem BioAssay.
